Bioassay records (PubChem BioAssay)
12-LOX inh: inhibitors of human 12S-lipoxygenase ALOX12 | P18054 | purified 12hLO, xylenol orange hydroperoxide absorbance | Potency, µM (series often up to 108 µM), inactives show at the top dose activity change, negative = inhibition, hits mostly inhibitors | actives 1.1% (n = 580,000) | AID 1671190; active = well fitted inhibition curve with a large enough effect; inconclusive = small, poorly fitted or top-dose-only effect, or another doubt; inactive = no such curve, though single readings can be large or run the other way
Target sequence (P18054 whole entry, looked up): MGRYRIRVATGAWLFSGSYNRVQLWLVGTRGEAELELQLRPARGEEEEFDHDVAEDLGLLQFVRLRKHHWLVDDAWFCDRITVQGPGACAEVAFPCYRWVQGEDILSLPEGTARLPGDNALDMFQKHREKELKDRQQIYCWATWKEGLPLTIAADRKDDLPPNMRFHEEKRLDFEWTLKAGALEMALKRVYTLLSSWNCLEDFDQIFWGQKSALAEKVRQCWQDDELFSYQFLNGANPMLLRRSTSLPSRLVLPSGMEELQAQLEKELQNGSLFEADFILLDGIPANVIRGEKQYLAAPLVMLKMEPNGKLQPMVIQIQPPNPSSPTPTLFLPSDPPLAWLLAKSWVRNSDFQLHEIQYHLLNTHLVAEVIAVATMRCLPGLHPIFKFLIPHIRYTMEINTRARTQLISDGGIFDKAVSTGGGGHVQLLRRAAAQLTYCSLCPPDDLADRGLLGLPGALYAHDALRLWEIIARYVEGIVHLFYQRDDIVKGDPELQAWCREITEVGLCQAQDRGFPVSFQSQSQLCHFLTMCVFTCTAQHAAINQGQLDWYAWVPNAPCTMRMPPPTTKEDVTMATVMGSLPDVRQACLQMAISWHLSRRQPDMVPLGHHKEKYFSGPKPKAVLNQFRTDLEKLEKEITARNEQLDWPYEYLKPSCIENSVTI
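Purified human 12hLO at 150 nM in 25 mM Hepes, 0.01% Triton X-100, pH 7.0, preincubated 15 min at room temperature with compound. Reaction started with 40 uM arachidonic acid, 30 min at room temperature. Hydroperoxide measured by Fe-xylenol orange, 573/405 nm absorbance ratio.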
* = called active by the depositor; ? = inconclusive; [ ] = remark or other dose. % is scaled to controls: 0 for no effect and ±100 for the full control effect; potency is read from the fitted curve at half-maximal effect. Some of the compounds tested (hit frequency here may not be typical).

SMILES | 12-LOX inh
CCc1ccc(NC(=O)N2CC3CC(C2)[C@H]2CCCC(=O)N2C3)cc1 (stereo partly drawn) | 13%
CN1CCCC(CN(CCc2ccccc2)C(=O)c2cc[n+]([O-])cc2)C1 (stereo not drawn) | 71%[activator]
CCOc1ccccc1NC(=O)N1CCC(N2C(=O)C3(CCCC3)C2c2ccccc2)CC1 (stereo not drawn) | 21%
Fc1ccc(/C=N/Nc2c(Cl)cc(Cl)cc2Cl)c(F)c1 | 40µM*
Cc1ccccc1CN(C)C(=O)CN1CCCC1c1ccc2c(c1)OCCCO2 (stereo not drawn) | -1%
COc1ccc2c(COC(=O)c3ccccc3C)cc(=O)oc2c1 | 5%
Cc1noc(C)c1-c1cc(-c2ccc(N3CCOCC3)nc2)cn2cncc12 | 46%[176 µM]
O=C(N[C@@H]1CN(c2ccncn2)C[C@H]1CO)c1ccc(Cl)cc1 | 0%
O=C(CSc1ccc2ccccc2n1)N(C1CC1)C1CCS(=O)(=O)C1 (stereo not drawn) | 10%
CCCCCCCCC/C(C)=N/NC(=O)C(=O)N/N=C(\C)CCCCCCCCC | -22%
CCN(Cc1ccccc1)C(=O)[C@@H]1CCC(=O)N[C@@H]1COC | 31%[activator]
Cc1ccc2c(Cl)cc(Cl)c(OCC(=O)NC(=O)NC(C)C)c2n1 | ?
COc1cc(Cl)ccc1C(=O)N1CC[C@@H]2CN(S(C)(=O)=O)[C@@H]2C1 | 19%
O=C(/C(=C/c1ccsc1)C(=O)C(F)(F)F)c1ccccc1 | ?
CN[C@H]1C[C@@H](c2ccccc2Br)N(C(C)=O)C[C@H]1CO | 8%
O=C(C(=O)N1CCC(c2cc(Cc3ccccc3)[nH]n2)CC1)c1cccnc1 | 8%
CCOc1ccccc1OCCC(=O)Nc1cccc2cccnc12 | 10%
Fc1ccc(CSc2ncccn2)cc1 | -25%
CCCCC(=O)N(CCC)CC1CCOC1 (stereo not drawn) | 30%[activator]
Cc1cccc(N/N=C/c2ccc(Br)cc2)c1 | ?
CCOc1ccc(N/C=C/C(=O)C23CC4CC(CC(C4)C2)C3)cc1 | -28%
O=C(Nc1cccc(F)c1)[C@@H]1C[C@H](c2ccc(F)cc2)N([S+](=O)([O-])C2CC2)C1 | ?
Cn1c(=O)c2[nH]c(N3CCN(C(=O)CN4CCN(c5ccccc5)CC4)CC3)nc2n(C)c1=O | -2%
Cc1noc([C@@H](C)NC(=O)COc2ccccc2)c1C(=O)O | 3%[176 µM]
O=C1C(N2CCN(S(=O)(=O)Cc3cccc(Cl)c3)CC2)CCN1Cc1cccnc1 (stereo not drawn) | 29%
Other compounds follow.
SMILES | 12-LOX inh
CCOc1cc(C(=O)N2CCC(Cc3nc(-c4ccccc4)no3)CC2)cc(OCC)c1OCC | 15%
COC[C@@H]1CN(C(=O)c2ccc3[nH]ccc3c2)C[C@H]1c1ccncc1 | 21%
CC(=O)c1cccc(NC(=O)COC(=O)Cc2cccc3ccccc23)c1 | 28%
COc1ccc(C(=O)N2CCCC(C(=O)Nc3cccc(C#N)c3)C2)c2ccccc12 (stereo not drawn) | 10%
COC(=O)c1ccc(COC(=O)c2ccc(Cl)c(Cl)c2)cc1 | -17%
COc1ccc(CN2CC3=C(C2=O)C(c2ccccc2C)NC(=O)N3)cc1 (stereo not drawn) | 1%
CC[C@H](C)[C@H](N)C(N)=O | ?
CNC(=O)c1cc(NC(=O)C2CCC2)cc2nc(C)ccc12 | 20%
C=CCN1[C@@H](C)[C@H](c2ccccc2)Oc2cccc(N3CCCC(C)C3)c2S1(=O)=O (stereo partly drawn) | -19%
COc1ccc(-c2noc([C@@H]3CCCN3C(=O)c3ccc(F)cc3)n2)cc1OC | -8%
COc1ccccc1CNC[C@H]1O[C@@H]2C[C@@H](CC(=O)N3CCC(F)(F)C3)O[C@@H]2[C@@H]1O | 33%[176 µM]
CCCN(CC1CCOC1)C(=O)c1cccc(Cl)c1 (stereo not drawn) | 18%
Cc1ccccc1-c1nc(N2CCOCC2)cc2c1CN(c1ccccc1)C2=O | 6%[176 µM]
O=C(Cn1nc(C(=O)O)c2ccccc2c1=O)NC(c1ccccc1)c1ccccc1 | ?
O=C(NC1CC1)c1ccc2nnc(-c3ccc(C(F)(F)F)cc3)n2c1 | ?
CCCc1noc(C(C)N2CCC(c3nc4cc(Cl)ccc4o3)CC2)n1 (stereo not drawn) | -77%
CCc1cc(N2CCC3(CCCN(C)C3=O)C2)nc(N2CCCC2)n1 (stereo not drawn) | 19%
O=C(/C=C/c1ccccc1)OCCc1ccccc1 | 6%[176 µM]
CCCCOc1ccc(NC(=O)CC)c2cccnc12 | ?
O=C1COCc2ccc(-c3cccc(CO)c3)cc2N1CCc1ccccc1 | -7%
COc1ccc(C[C@H](NC(=O)C2=C[C@@H](NC(=O)Nc3ccc(F)cc3F)[C@@H](O)[C@H](O)C2)C(N)=O)cc1 | 11%
COCC(=O)N1N=C(c2cccs2)CC1c1ccc2nccnc2c1 (stereo not drawn) | 15%
CCc1ccc2c(CSc3nc4nc(C)cc(C)n4n3)cc(=O)oc2c1 | ?
C/C(=C/C(=O)NCC1CN(C)CCO1)C12CC3CC(CC(C3)C1)C2 (stereo not drawn) | -48%
O=C1C(c2ccc(C(F)(F)F)cc2)=C(NC2CCCCCC2)c2ccccc21 | -7%

Some of these compounds in order of the 12-LOX inh value, highest first:
SMILES | 12-LOX inh
CNC(=O)c1cc(NC(=O)C2CCC2)cc2nc(C)ccc12 | 20%
COc1ccc(CN2CC3=C(C2=O)C(c2ccccc2C)NC(=O)N3)cc1 (stereo not drawn) | 1%
O=C1C(c2ccc(C(F)(F)F)cc2)=C(NC2CCCCCC2)c2ccccc21 | -7%

12-LOX inh, hit marks shown above
SMILES | 12-LOX inh
Fc1ccc(/C=N/Nc2c(Cl)cc(Cl)cc2Cl)c(F)c1 | 40µM*

(continued)
SMILES | 12-LOX inh
Cc1nc([C@@H]2CN(C(=O)CCc3c(C)noc3C)C[C@H]2C(N)=O)n[nH]1 | 32%[activator]
O=C(NC1CCS(=O)(=O)C1)C1CCN(C2=NS(=O)(=O)c3ccccc32)CC1 (stereo not drawn) | 1%
O=C(CNc1cccc(S(=O)(=O)N2CCCCCC2)c1)N1CCN(C(=O)c2cccs2)CC1 | 8%
Cc1cc(-c2cc(NC(=O)Cc3c(C)[nH]c4ccccc34)ccc2N(C)c2cccnc2)ccc1F | -23%
Cc1ncoc1C(=O)NC1CCc2nn(CC3CC3)c(=O)n2CC1 (stereo not drawn) | 44%[activator]
O=C(COC(=O)C12CC3CC(CC(Br)(C3)C1)C2)Nc1ccccc1[N+](=O)[O-] | ?
COC(=O)C1=C(C)N(C)C(=NCc2ccc(C(F)(F)F)cc2)NC1c1ccccc1C(F)(F)F (stereo not drawn) | -26%
O=C(O)c1ccc(-c2ncc3cnc(C4=CCOCC4)cn23)cc1 | ?
CC(C)c1noc(C2CCCN(S(=O)(=O)c3cn(C)cn3)CCC(=O)NCC2)n1 (stereo not drawn) | -9%
Cc1nn2c(c1-c1ccccc1C(C)C)N(Cc1cccc(C(=O)O)c1)CCC2 | 0%[176 µM]
CC(C)N1CCC(C(=O)N2CCCN(Cc3cccs3)CC2)CC1 | 5%
COc1cc(F)ccc1-c1cn(C)c(=O)n2cc(CN3CCNC(=O)C3)nc12 | 2%[176 µM]
CSc1cccc(NC(=O)Cn2c(C)cc3nc4n(c(=O)c32)CCCC4)c1 | 16%
O=C(NCC(=O)N1CCN(c2cccc(Cl)c2)CC1)NCc1ccc(F)cc1 | ?
Cc1cccc(C(=O)N2CCC(Cc3nncn3C)C2)c1 (stereo not drawn) | 20%
COc1ccc(-c2c(C)oc3cc(OC(C)=O)ccc3c2=O)cc1 | 2%
COCc1nc(CCNC(=O)CCCc2nc(-c3ccc(C)cc3)no2)no1 | 45%
COc1ccccc1-c1cc(NC(=O)CCOC(C)C)n[nH]1 | 22%
CCC(=O)Nc1ccc(C(C)CC)cc1 (stereo not drawn) | 13%
COc1ccc(-c2cc(N3CCC(NC(=O)c4cc(F)ccc4Cl)CC3)n[nH]2)cc1 | 69%[activator]
Cc1cc2nc3n(c(=O)c2n1CC(=O)NCCCc1ccccc1)CCCCC3 | 15%
O=S1(=O)c2cc(Cl)ccc2N2CC[C@H](C2)N1Cc1ccc(Cl)c(Cl)c1 | 1%
COc1ccc(C)cc1NC(=O)c1cc(=O)[nH]c2ccccc12 | -38%
Cc1ccc(-c2nc(CC(=O)NC3CCN(Cc4ccccc4)CC3)cs2)cc1 | ?
NCc1cccc(-c2cccc(O)c2)c1 | -1%[12.5 µM]
(continued)
SMILES | 12-LOX inh
Cn1ccc2c(C(=O)NCc3cccnc3)nc(Nc3ccccc3)cc21 | 0%[176 µM]
O=C(COC(=O)c1c[nH]c2ccccc12)NC1CC1 | -25%
Cc1cccc(C)c1NC(=O)C(C)N1CCN(C(=O)c2cccs2)CC1 (stereo not drawn) | -4%
CCCCn1nc(C(=O)Nc2ccc3c(c2)CCC3)c2ccccc2c1=O | 2%
CCn1cc(C(=O)N2CC(COC)C3(CCNCC3)C2)cn1 (stereo not drawn) | 8%
Cc1ccc2oc(C(=O)NC3CCN(C(=O)c4ccco4)CC3)cc(=O)c2c1 | 1%
Cc1cc(CSc2ncccc2C(=O)Nc2ccnn2Cc2ccc(C)o2)no1 | -3%
CCOC(=O)c1cnn(-c2cc(C)nc3c(-c4ccc(F)cc4)c(CC)nn23)c1N | -26%
CCN1CCN(c2ccc(NC(=O)c3ccc(OC)c(F)c3)cc2C)CC1 | ?
Cn1cnc(S(=O)(=O)N2CCC(c3noc(C4CC4)n3)C2)c1 (stereo not drawn) | 33%[activator]
CCCCN(C)S(=O)(=O)c1cc(-c2nn(C)c(=O)c3ccccc23)ccc1C | 24%
O=C(c1ccccc1F)N1CCC2(CC1)COc1ccccc1NC2=O | 36%[activator]
CCc1ccc(-c2nc3cc(NC(=O)c4ccc([N+](=O)[O-])o4)ccc3o2)cc1 | -15%
COc1ccc(CN2CCC3(C2)C(=NC2CCCCC2)NC(=O)N3c2cccc(OC)c2)cc1 (stereo not drawn) | 3%[6.33 µM]
CC(C)n1nccc1S(=O)(=O)N[C@@H]1[C@@H](Cc2ccccc2)[C@H]2OCC[C@@H]12 | 0%
N#Cc1ccc(C(=O)N2C[C@@H](Oc3ccccc3)C[C@H]2C(=O)N2CCCC2)cc1 | 29%
O=C1COc2ccc(Nc3ccccc3)nc2CN1Cc1ccccc1 | -9%[176 µM]
O=C(O)CCC(NC(=O)C1(c2ccccc2)CCCC1)C(=O)O (stereo not drawn) | ?
COCCn1ccc2c(NC(=O)Cn3nc4c(cc3=O)CCCC4)cccc21 | 3%
Cc1ccc(C2Cn3nnc(-c4noc(C5(c6ccccc6)CC5)n4)c3CO2)cc1 (stereo not drawn) | 17%
CCc1noc(-c2cn(C3CCN(C(=O)Cc4cccc(OC)c4)CC3)nn2)n1 | -6%
COc1ccccc1-c1cc(C(=O)NC2CC2)c2cnn(C)c2n1 | -1%[6.33 µM]
Cc1ccc(C)c(OCc2ccc(-c3nc(C#N)c(NC(C)C)o3)o2)c1 | -15%
CC1(C)CC(=O)C(C=Nc2ccccc2)C(=O)C1 | ?
CC(CNC(=O)c1ccc(C(C)(C)C)cc1)NC(=O)c1ccc(C(C)(C)C)cc1 (stereo not drawn) | ?

Laid out differently: results already given.
| SMILES | 12-LOX inh |
| --- | --- |
| O=C(NC1CCS(=O)(=O)C1)C1CCN(C2=NS(=O)(=O)c3ccccc32)CC1 (stereo not drawn) | 1% |
| O=C(CNc1cccc(S(=O)(=O)N2CCCCCC2)c1)N1CCN(C(=O)c2cccs2)CC1 | 8% |

Later entries
SMILES | 12-LOX inh
CCOc1ccc(C(=O)N[C@@H]2CN(c3ncccn3)C[C@H]2CO)cc1 | 31%
O=C(CCC1CCN(c2cc(NC3CC3)ncn2)CC1)N1CCN(c2ccccc2F)CC1 | 62%[activator]
Cc1cc(NC(=O)C(C)Sc2nccn2-c2cccc(F)c2)no1 (stereo not drawn) | -1%
CCN(C(=O)c1cccc(Br)c1)C1CC1 | 9%
Cc1cc(=O)n(CC(=O)Nc2ccccc2F)c(N2CCc3ccccc3C2)n1 | ?
COc1ccc(-c2noc([C@@H]3C[C@H](NS(=O)(=O)c4ccc(OC)cc4)CN3C)n2)cc1 | ?
Cc1nc2ccccc2c(C)c1CC(=O)NC1CCCCCC1 | -4%
COC[C@]1(O)CCN(C(=O)C2(c3ccc(OC)cc3)CC2)CC1(C)C | 2%
CCCn1c(=O)[nH]c2nc(-c3ccc(S(=O)(=O)O)cc3)[nH]c2c1=O | ?
CCOCCOC1CCN(C(=O)CCc2ccccc2)CC1 | 8%
Cc1cccc(N(C)S(=O)(=O)c2c(-c3cccc(F)c3)csc2C(=O)NCc2ccccn2)c1 | 29%
COc1ccc(CNC(=O)COc2ncnc3ccc(Br)cc23)cc1 | -7%
COc1ccc(-c2nc(C(C)C)nc3c2CCN(C(=O)C(C)(C)C)CC3)cc1 | 31%[activator]
CC(C)(C)c1ccc(-c2nc(C#N)c(NCc3ccccc3)o2)cc1 | ?
Cc1ccc(NC(=O)NCC2CCOCC2)c(Cl)c1 | -3%
Cc1ccsc1C(=O)N1CCCC(CN2CCCC2)CC1 (stereo not drawn) | 45%[activator]
NC(=O)NCc1cn(C2CCN(C(=O)C3CCCCCC3)CC2)nn1 | 7%

Reprinted at random: 6 compounds from above, in no set order.
SMILES | 12-LOX inh
CCCn1c(=O)[nH]c2nc(-c3ccc(S(=O)(=O)O)cc3)[nH]c2c1=O | ?
O=C(CCC1CCN(c2cc(NC3CC3)ncn2)CC1)N1CCN(c2ccccc2F)CC1 | 62%[activator]
CCN(C(=O)c1cccc(Br)c1)C1CC1 | 9%
COc1ccc(-c2noc([C@@H]3C[C@H](NS(=O)(=O)c4ccc(OC)cc4)CN3C)n2)cc1 | ?
Cc1ccsc1C(=O)N1CCCC(CN2CCCC2)CC1 (stereo not drawn) | 45%[activator]
Cc1cc(=O)n(CC(=O)Nc2ccccc2F)c(N2CCc3ccccc3C2)n1 | ?
